# Compound activity deposited in PubChem by National Center for Advancing Translational Sciences (NCATS).
# UDG counter: counter-screen for AID inhibitors: uracil-DNA glycosylase inhibition | FRET deamination/UDG coupled assay, UDG read, 4 h | Potency, µM (top dose mostly 115 µM), for the others: top-dose activity change, negative = inhibition, hits mostly inhibitors | 91,000 compounds, 0.14% hits; further: nearly all actives have a fitted effect of over 65% in size
# AID inhibitor: activation induced cytidine deaminase inhibition | Q9GZX7 | AID deamination FRET fluorescence, UDG-coupled, 4 h | Potency, µM (titrated, usually from 115 µM), inactives show top-dose activity change, negative = inhibition, actives largely listed as inhibitors | 91,000 compounds, 0.32% hits | AID 1347428; further: nearly all actives have a fitted effect of over 25% in size
# Target sequence (Q9GZX7 whole entry, looked up): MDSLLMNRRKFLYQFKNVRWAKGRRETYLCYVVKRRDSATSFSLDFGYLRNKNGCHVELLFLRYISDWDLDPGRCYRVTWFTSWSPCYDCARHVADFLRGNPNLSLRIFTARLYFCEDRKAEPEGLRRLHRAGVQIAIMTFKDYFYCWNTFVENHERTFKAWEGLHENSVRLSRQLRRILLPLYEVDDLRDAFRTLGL
# Starred values were filed as active, the others as inactive; ? = inconclusive; [ ] = remark or other dose. The call rests on the fitted dose curve; in most records, active means well fitted curve in the direction sought with a large enough effect; inconclusive means small, poorly fitted or top-dose-only effect, or another doubt; inactive means no such curve, though single readings can be large; an effect the other way counts as inactive or inconclusive. On the % scale 0 is the no-effect control and ±100 the full control effect; potency means the concentration at half of the fitted maximal effect. Some of the compounds tested; count on the stated rates, not on these rows.
# Values in the order: UDG counter, AID inhibitor
> COc1ccc(C2CCCCCN2C(=O)c2ccc(-n3cccn3)cc2)cc1 (stereo not given)
  -8.9%, -24.4%
> CCc1ccccc1NC(=O)c1ccc2c(c1)CCCN2S(C)(=O)=O
  -8.9%, -2.4%
> CCOc1ccc(CCNC(=O)c2cc3c(-c4ccccc4F)nn(C)c3s2)cc1
  -3.5%, -9.8%
> COc1cc(C(=O)Nc2nc3nc(-c4ccccc4)cc(=O)n3[nH]2)cc(OC)c1OC
  4.5%, ?
> CC(=O)c1c(OS(=O)(=O)c2ccccc2-c2ccccc2)ccc2c(C)cc(=O)oc12
  0.9%, -10.3%
> O=C(O)c1ccc(=O)oc1
  -0.6%, -11.8%
> Cc1ccc(C(=O)OCc2cc(=O)n3nc(-c4cccs4)sc3n2)cc1
  27.4%, 40.8%[activator]
> CNS(=O)(=O)c1cn(CC(=O)N2CCN(c3cc(C)ccc3C)CC2)cc1S(=O)(=O)NC
  ?, 10.1%
> COc1ccc(NC(=O)CCc2nnc3n(Cc4ccc(C)cc4)c(=O)c4ccccc4n23)cc1
  -6.0%, 11.5%
> CCn1c(=O)c2sccc2n2c(CCCC(=O)N3CCN(c4cc(C)ccc4C)CC3)nnc12
  7.7%, -18.4%
> Cc1ccc(Nc2ncnc3c2nc2n3CCCC2)cc1F
  5.2%, 10.6%
> Fc1ccc(/C=N/N=C/c2ccc(F)cc2F)c(F)c1
  0.6%, -1.4%
> CCc1nc(SCc2cc(=O)c3cc(F)ccc3[nH]2)n[nH]1
  -14.2%[57.5 µM], -7.4%
> O=C(CCc1nc2sc3c(c2c(=O)[nH]1)CCCC3)N1CCCCC1
  -1.0%, 0.0%
> CSC1=C(C#N)C(c2ccc(C)cc2)C2=C(CCCC2=O)N1 (stereo not given)
  -6.3%, -4.8%
> CCOC(=O)c1oc2cc(OC(=O)c3ccco3)ccc2c(=O)c1-c1ccc(Br)cc1
  8.4%, -16.2%
> CN1C(C(=O)NC2CCCCC2)=CC(c2cccs2)=NS1(=O)=O
  10.2%, 10.8%
> O=C(COC(=O)c1ccc2ccccc2n1)Nc1ccc(F)c(F)c1
  -2.2%, -2.1%
> CCOc1ccc(N2CC(NC(=O)C3CC3)CC2=O)cc1 (stereo not given)
  1.9%, 5.5%
> Cn1c(=O)c2c(nc(N)n2CC(O)COc2ccccc2)n(C)c1=O (stereo not given)
  2.0%, 1.1%
> CCCCCCCCS(=O)(=O)CCO
  -6.2%, -4.4%
> NC(=O)c1ccc(OCc2ccccc2)cc1
  3.5%, 0.6%
> COc1ccc(CNC(=O)c2cc3c(=O)n(Cc4ccco4)ccc3nc2C)cc1
  -1.1%[57.5 µM], 7.5%
> CCN(c1ccccc1)S(=O)(=O)c1ccc(NC(=O)c2cc(=O)c3cc(C)c(C)cc3o2)cc1
  5.0%, 4.8%
> Cc1cccc(NC(=O)C(=O)NCC(c2ccc3c(c2)OCO3)N2CCN(c3ccccc3)CC2)c1 (stereo not given)
  -0.6%, -6.6%
> O=C(NCCc1ccccc1)c1ccc2c(c1)CCN2S(=O)(=O)c1ccc(Br)cc1
  -3.7%, -8.6%
> CSc1cccc(N=Cc2ccc(-c3ccccc3Cl)o2)c1
  4.2%, -4.0%
> COC(=O)CC(NC(=O)c1cccc(F)c1)c1ccc(OC)c(OC)c1 (stereo not given)
  5.0%, -0.5%
> CCOc1ccc(NC(=O)c2c(NCc3ccc(C)o3)sc3c2CCCCC3)cc1
  -5.7%, 53.5%[activator]
> COc1ccc(Br)cc1COc1ccc(C#N)cc1
  -6.8%, -15.7%
> COC(=O)CCNC(=O)N1CCc2[nH]cnc2C1c1ccc(Br)cc1 (stereo not given)
  -17.8%, -13.6%
> O=C(NCCCN1CCN(c2ccccc2F)CC1)c1ccc2nc(Cc3ccccc3)oc2c1
  -9.5%, -2.9%
> CCc1cccc(NC(=O)CN2C(=O)COc3ccc(S(=O)(=O)N4CCC(C)CC4)cc32)c1
  -5.6%, -4.8%
> Cc1cccc(C(=O)Nc2nnc(S(=O)(=O)N3CCCc4ccccc43)s2)c1
  -4.8%, ?
> Cc1ccc(C)c(N(C)C(=O)c2cc3c(s2)-c2ccccc2OC3)c1
  -2.3%, -23.6%
> Cc1cc2c(n1-c1ccc(C(=O)NCc3cccc(Br)c3)cc1)CCC(C)C2 (stereo not given)
  -9.1%, -6.0%
> COc1ccc(-c2nc(CNC(=O)NC3CCCCC3)c(C)o2)cc1
  -28.5%, -3.8%
> CC(C)(C)OC(=O)N1CCC(c2c(C(=O)Nc3ccc4c(c3)OCCO4)cnn2-c2ccc(F)cc2)CC1
  -22.4%, ?
> COCCNC(=O)c1ccc2c(c1)N(Cc1cc(C)ccc1C)C(=O)c1ccccc1S2(=O)=O
  -12.7%, 2.6%
> CC(=O)NN=C1CCC(C(C)(C)C)CC1 (stereo not given)
  -4.7%, 0.2%
> O=C(Oc1ccc2c(c1)O/C(=C\C=C\c1ccccc1)C2=O)c1cccs1
  -4.3%, -15.5%
> N#CCOc1ccc2[nH]cc(C(C(=O)O)N3CCN(Cc4ccccc4)CC3)c2c1 (stereo not given)
  5.7%, 16.7%
> COc1cccc(NC(=O)/C(C#N)=C\c2cn(Cc3ccc(Cl)cc3)c3ccccc23)c1
  -1.9%[57.5 µM], -5.8%[57.5 µM]
> CC1=C(C(N)=O)C(c2cccc(Br)c2)n2nc(SCc3ccccc3Cl)nc2N1 (stereo not given)
  -8.5%, -8.8%
> Cc1ccc2c(c1)c1c(c(=O)n(Cc3ccccc3)c(=O)n1CC(=O)Nc1ccccc1C)n2C
  -9.0%, -20.7%
> CCN1CCN(c2oc(/C=C/c3cccc(OC)c3)nc2C#N)CC1
  0.8%, -5.5%
> COc1ccc(-c2oc3ncn4nc(COc5ccc(Cl)cc5)nc4c3c2-c2ccc(OC)cc2)cc1
  1.3%[57.5 µM], 25.7%[57.5 µM]
> COc1ccc(Nc2oc(COc3ccc(C)cc3)nc2C#N)cc1
  -5.8%, -3.4%
> Cc1ccc(C(=O)Oc2cccc3cccnc23)cc1
  5.8%, 3.9%
> Cc1nn(CN2CCN(S(=O)(=O)c3ccccc3Cl)CC2)c(=O)c2ccccc12
  -3.6%, -1.5%

# Part of the list above, as tab-separated lines:
structure	UDG counter	AID inhibitor
CC1=C(C(N)=O)C(c2cccc(Br)c2)n2nc(SCc3ccccc3Cl)nc2N1 (stereo not given)	-8.5%	-8.8%
Cc1ccc2c(c1)c1c(c(=O)n(Cc3ccccc3)c(=O)n1CC(=O)Nc1ccccc1C)n2C	-9.0%	-20.7%
Cc1nn(CN2CCN(S(=O)(=O)c3ccccc3Cl)CC2)c(=O)c2ccccc12	-3.6%	-1.5%
Cc1ccc(C(=O)Oc2cccc3cccnc23)cc1	5.8%	3.9%
COc1ccc(-c2oc3ncn4nc(COc5ccc(Cl)cc5)nc4c3c2-c2ccc(OC)cc2)cc1	1.3%[57.5 µM]	25.7%[57.5 µM]
O=C(Oc1ccc2c(c1)O/C(=C\C=C\c1ccccc1)C2=O)c1cccs1	-4.3%	-15.5%

# The listing continues:
# Values in the order: UDG counter, AID inhibitor
> COc1ccc(-c2noc(CCC(=O)Nc3ccc(C(F)(F)F)cc3)n2)cc1
  -10.2%, ?
> CCc1ccccc1NC(=O)Cn1c(=O)n(Cc2cccc(Cl)c2)c(=O)c2ccccc21
  15.3%, -1.0%
> COc1ccc(CCNC(=O)Cn2ccc3cc(S(=O)(=O)N4CCCCC4)ccc32)cc1OC
  -7.2%[57.5 µM], 6.3%
> Cc1ncc(CO)c2cc(C(=O)Nc3ccc(OC(F)(F)F)cc3)c(=O)oc12
  5.4%, 11.7%
> CC(C)c1cc(=O)oc2cc(OCC(=O)NCCc3ccccc3)ccc12
  -6.2%, -10.2%
> COc1ccccc1N1CCN(c2ccc(=O)n(CC(=O)Nc3ccc(F)c(F)c3)n2)CC1
  -14.4%[57.5 µM], 8.8%
> O=[N+]([O-])c1cccc(/C=N/OCc2ccccc2Cl)c1
  6.7%, -10.8%
> CCN1C(=O)N/C(=C/c2cn(CC(=O)Nc3ccccc3)c3ccccc23)C1=O
  -9.7%, -15.8%
> Cc1ccc(Cl)cc1N1CCN(C(=O)Cn2c(-c3cccs3)cc3cc(F)ccc32)CC1
  -10.8%, -6.5%
> O=C(OCc1ccc(I)cc1)c1ccc([N+](=O)[O-])cc1
  -8.3%, -7.4%
> N#Cc1cc2c(n(-c3ccccc3C(F)(F)F)c1=O)CCCC2=O
  -10.7%, 1.3%
> CCOc1ccc(NC(=O)CN(c2ccc(CC)cc2)S(=O)(=O)c2c(C)noc2C)cc1
  5.5%, 11.9%
> CCOc1ccc(NC(=O)c2sc3nc4c(c(-c5ccccc5)c3c2N)C(=O)CC(C)(C)C4)cc1
  12.8%, -5.0%
> COC(=O)c1ccc(OC(=O)c2ccc(COc3ccccc3)o2)cc1
  1.4%, -17.1%
> COc1ccc(OC)c(S(=O)(=O)N2Cc3ccccc3CC2C(=O)Nc2ccc(C(C)=O)cc2)c1 (stereo not given)
  -9.4%, -18.8%
> CCCOc1ccc(-c2nc(C#N)c(NCCCN(C)C)o2)cc1
  2.8%, -13.6%
> COc1cc(OC)c(OC)cc1CN1CCc2nc(N3CCN(c4ncccn4)CC3)ncc2C1
  ?, ?
> Cc1ccc(NC(=O)C(=O)NCC(c2cccnc2)N2CCN(Cc3ccccc3)CC2)cc1F (stereo not given)
  -3.4%, -2.9%
> N#Cc1c(N)n[nH]c1CCCNC(=O)c1cc(-c2ccco2)nc2ccccc12
  6.2%, -1.9%
> Cc1[nH]c2ccc(C(=O)N3CCC(C(=O)NCC(C)(C)CN(C)C)CC3)cc2c1C
  5.6%, 3.5%
> CN(Cc1ccccc1)c1oc(-c2ccco2)nc1C#N
  -6.4%, -15.4%
> O=C(OCc1ccc(Br)cc1)c1cccc(O)c1
  7.0%, -5.9%
> c1ccc2c(CNC3CCCCC3)cccc2c1
  -2.4%, -14.6%
> O=C(CN1CCN(c2ccc(O)cc2)CC1)Nc1ccnn1Cc1ccccc1Cl
  4.6%, -2.2%
> COc1ccc(CNC(=O)c2cc3c(=O)n(Cc4cccnc4)ccc3nc2C)cc1
  8.6%, 3.9%
> O=C(CN1CCN(C2CCS(=O)(=O)C2)CC1)N1CC=C(c2ccccc2)CC1 (stereo not given)
  -7.1%, -13.3%
> Cc1ccc(C(C)C)c(Oc2ccc(C#N)c(C#N)c2)c1
  -1.8%, -13.9%
> CCC(=O)Oc1ccc2c(=O)c(Oc3ccccc3Br)c(C)oc2c1
  3.9%, -5.1%
> Cn1nc(-c2ccc(OCC(=O)NC3CCCCC3)cc2)c2ccccc2c1=O
  0.0%, ?
> COc1cccc(C(=O)NCCc2csc(-c3cccc(F)c3)n2)c1OC
  -11.5%, ?
> CCCCCCCNC(=O)CCNC(=O)c1ccccc1
  -3.5%, -6.4%
> COc1cccc(-c2ccc(=O)n(CC(=O)NCCc3ccc(OC)c(OC)c3)n2)c1
  1.5%, 4.2%
> O=C(COc1ccc(Cl)cc1Cl)OCC(=O)c1ccc(Br)cc1
  2.2%, 25.0%
> Cc1cc(C)c(OCC(=O)Nc2ccc(NC(=O)c3ccco3)c(C)c2)c(Br)c1
  9.1%, -8.2%
> CCOC(=O)c1cc(S(=O)(=O)Nc2ccc(OC)c(Cl)c2)[nH]n1
  -1.4%, 11.4%
> CCCn1nc(C(=O)Nc2nc(-c3ccc(OC)cc3)cs2)c2ccccc2c1=O
  -6.6%, -9.1%
> O=c1c2sc3ccccc3c2n(Cc2ccc(Cl)cc2)c(=O)n1Cc1ccco1
  1.3%, 12.1%
> CC(C)(C)c1cc(/C=C(\C#N)C(=O)Nc2ccccc2)cc(C(C)(C)C)c1O
  -5.3%, 5.5%
> COC(=O)c1ccccc1NC(=O)C1=C(c2ccccc2)S(=O)(=O)CCO1
  3.8%, 0.9%
> Cc1cc(C2=NNC(=Nc3ccccc3)SC2)c(C)n1CC1CCCO1 (stereo not given)
  -5.8%, 35.1%[activator]
> Cc1cccc(N2CCN(C(=O)CCn3c(=O)c4cccn4c4cccnc43)CC2)c1C
  -3.1%, -3.0%
> COc1cc2c(cc1NC(=O)COc1ccc(Br)cc1)oc1ccccc12
  -9.1%[57.5 µM], -8.4%[57.5 µM]
> CCCOc1ccc(CNC(=O)c2cc3oc4ccccc4c3n2C)cc1
  -23.3%, -19.3%
> CCOc1ccc(NC(=O)Cn2cnc3sc(C)c(S(=O)(=O)N4CCN(c5ccccc5OC)CC4)c3c2=O)cc1
  0.2%, 8.5%
> Cc1nc2nc(SCC(=O)NCCc3ccccc3)nn2c(C)c1Cc1c(F)cccc1Cl
  -7.2%, ?
> CC(=O)c1cccc(-n2cccc2)c1
  -4.3%, -12.6%
> COc1ccc(CCNC(=O)c2nn(-c3ccc(C)cc3)c(=O)c3c2c2ccccc2n3C)cc1OC
  -15.9%, 7.3%
> CCOC(=O)c1cnc(NC2CCCCC2)c2ccccc12
  3.2%, 8.4%
> CCCCOc1ccc(C(=O)N(Cc2nc(-c3ccc(Cl)cc3)no2)C(C)C)cc1
  -15.2%, ?
> Cc1cc(C)nc(NS(=O)(=O)c2ccc(Nc3nc(-c4ccc(C)c(C)c4)cs3)cc2)n1
  0.9%, 4.9%

# The list continues:
# Values in the order: UDG counter, AID inhibitor
> COc1ccc(CCNC(=O)c2cc3c(-c4ccccc4F)nn(C)c3s2)c(OC)c1
  4.7%, -3.9%
> Cc1ccccc1/C=C1\Cc2ccccc2C1=O
  -6.0%, -14.2%
> CCN(c1ccccc1)c1ncnc2c1cnn2-c1ccc(OC)cc1
  -10.7%, ?
> Cc1nn(Cc2noc(C(=O)NC(C)c3ccccc3)n2)c(C)c1Br (stereo not given)
  -3.7%, 1.9%
